FadD28 FP inh = M. tuberculosis FadD28 bisubstrate binding inhibition | FadD28 bisubstrate probe binding, fluorescence polarization | inhibition, % at 12.5 µM | 360,000 tested, 0.22% active; in the data active means inhibition above about 8.5%, passing the limit was not always enough; inconclusive means no clear call, values can overlap the other calls
MazEF act = increases E. coli MazEF RNase cleavage of RNA; P0AE70; AID 504720; FAM/BHQ RNA-DNA oligo cleavage fluorescence, 5 h; 350,000 tested, 0.32% active; activation, % at 20 µM; in the data active means activation above about 50%
Target sequence (P0AE70 whole entry, looked up): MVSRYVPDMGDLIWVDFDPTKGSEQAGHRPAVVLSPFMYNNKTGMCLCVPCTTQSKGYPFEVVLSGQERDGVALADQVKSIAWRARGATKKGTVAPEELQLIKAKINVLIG
Mtb UGM inh = blocks M. tuberculosis UGM enzyme; P9WIQ1; purified UGM, fluorescence polarization probe displacement; AID 504406; 320,000 tested, 0.06% active; inhibition, % at 10 µM; in the data active means inhibition above about 10%, passing the limit was not always enough; inconclusive means no clear call, values can overlap the other calls
GDH-TPI counter = GDH-TPI coupled enzyme inhibition counter-screen. inhibition, % at 4.8 µM. 360,000 tested, 1.2% active. GDH-TPI coupled enzyme counterscreen, NADH absorbance. AID 588335; in the data active means inhibition above about 30%;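 further: 0% = DMSO wells and 100% = wells lacking the enzyme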
BioA inh = blocks M. tuberculosis BioA enzyme activity; inhibition, % at 9.99 µM; 360,000 tested, 0.096% active; purified M. tuberculosis BioA enzyme, plate reader; in the data active means inhibition above about 40%; inconclusive means no clear call, values can overlap the other calls
FBA Mtb inh = Mtb fructose-bisphosphate aldolase inhibition. P9WQA3. purified M. tuberculosis FBA, fluorescence read-out. inhibition, % at 1 µM. 360,000 tested, 2.3% active. AID 588726; in the data active means inhibition above about 27%;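 further: 0% = vehicle and 100% = reference inhibitor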
Target sequence (P9WQA3 whole entry, looked up): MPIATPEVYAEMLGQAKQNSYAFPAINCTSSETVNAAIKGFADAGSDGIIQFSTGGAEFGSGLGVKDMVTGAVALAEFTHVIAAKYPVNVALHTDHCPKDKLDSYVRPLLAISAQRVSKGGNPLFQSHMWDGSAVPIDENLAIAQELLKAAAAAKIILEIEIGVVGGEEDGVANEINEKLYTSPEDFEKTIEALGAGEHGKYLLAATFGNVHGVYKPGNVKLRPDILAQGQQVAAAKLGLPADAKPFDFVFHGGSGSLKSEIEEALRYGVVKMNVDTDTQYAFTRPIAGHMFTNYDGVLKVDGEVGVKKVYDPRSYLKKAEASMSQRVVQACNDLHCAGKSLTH
PrPC surface inh = reduces human prion protein on the cell surface; inhibition, % at 13.8 µM; P04156; 370,000 tested, 0.43% active; AID 720596; cell surface PrPC, TR-FRET read-out; in the data active means inhibition above about 24%; further: 0% = median of the test wells and 100% = reference compound wells
BoNT-F LC inh = BoNT F light chain protease inhibition; inhibition, % at 10 µM; 360,000 tested, 0.22% active; Multiplex microsphere protease cleavage assay, flow cytometry; in the data active means inhibition above about 35%, passing the limit was not always enough; inconclusive means no clear call, values can overlap the other calls; further: plate controls were buffer without enzyme for full effect and enzyme alone for no effect
Rv3671c inh = Rv3671c (M. tuberculosis) protease inhibition; inhibition, % at 5.96 µM; 320,000 tested, 0.048% active; AID 2606; in the data active means inhibition above about 38%;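 further: extracellular domain of Rv3671c used as enzyme; 0% = enzyme with DMSO and 100% = no enzyme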
Target sequence (P9WHR9 whole entry, looked up, the tested form may be a part): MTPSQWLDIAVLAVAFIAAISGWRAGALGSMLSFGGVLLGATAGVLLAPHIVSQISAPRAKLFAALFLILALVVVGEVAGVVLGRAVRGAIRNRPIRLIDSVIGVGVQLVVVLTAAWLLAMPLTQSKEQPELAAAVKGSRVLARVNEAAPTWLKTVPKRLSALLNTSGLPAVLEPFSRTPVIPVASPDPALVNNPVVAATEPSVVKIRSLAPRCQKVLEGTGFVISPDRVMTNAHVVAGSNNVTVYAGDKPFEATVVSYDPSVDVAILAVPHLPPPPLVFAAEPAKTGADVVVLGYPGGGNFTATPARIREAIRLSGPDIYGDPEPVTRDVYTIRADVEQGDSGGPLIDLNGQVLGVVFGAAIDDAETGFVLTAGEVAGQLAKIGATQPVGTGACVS
Starred values were filed as active, the others as inactive; u = inconclusive; x = no result given.

| entry | SMILES | FadD28 FP inh | MazEF act | Mtb UGM inh | GDH-TPI counter | BioA inh | FBA Mtb inh | PrPC surface inh | BoNT-F LC inh | Rv3671c inh |
| --- | --- | --- | --- | --- | --- | --- | --- | --- | --- | --- |
| 1 | Cc1sc(NC(=O)C2=COCCO2)c(C(N)=O)c1C | -1.9 | 4 | x | 20 | 0.3 | 3 | 3 | 7 | 5 |
| 2 | CC(=O)CSc1ccc(S(=O)(=O)N2CCN(C)CC2)cn1 | -1.4 | -2 | -1.3 | 6 | -0.9 | 0 | -3 | -7 | 9 |
| 3 | CN1CCc2c1nc1ccccc1c2N (tested in a mixture with another compound) | -3.7 | 5 | 0.1 | 9 | -0.2 | 29* | -16 | u | -4 |
| 4 | Cc1ccc(C(=O)OCC(=O)N2CCOCC2)c(C)c1 | x | 2 | -1.6 | -4 | x | -1 | 10 | -1 | 6 |
| 5 | CCc1ccc(NC(=O)C/C(C)=N/NC(=O)COc2ccc(C)cc2Br)cc1 | -5.6 | 2 | 1.7 | -2 | 0.3 | -7 | -4 | -18 | -21 |
| 6 | CCOC(=O)C1(Cc2cccc(F)c2)CCN(Cc2cnn(CC)c2)CC1 | 0.5 | 5 | 7.3 | 7 | x | 1 | 6 | -6 | 2 |
| 7 | CCOc1ccc(OCC)c(NC(=O)c2nnn(CC(=O)Nc3cc(C)cc(C)c3)c2N)c1 | -3.3 | -75 | -0.1 | 16 | -0.1 | 21 | 6 | -3 | 5 |
| 8 | COc1ccc(C=CC(=O)c2cc(O)ccc2O)cc1 | -1.8 | 8 | x | 12 | -0.7 | -2 | -7 | -9 | x |
| 9 | CCSc1ccc(C(=O)Nc2cccc(C)n2)cc1[N+](=O)[O-] | -0.7 | -8 | -2.0 | 9 | x | -2 | 0 | -6 | -5 |
| 10 | COc1ccc(CCNC(=O)COC(=O)c2cc(OC)c(OC)cc2OC)cc1OC | -1.1 | -15 | 0.5 | 2 | 0.3 | -2 | 2 | 2 | -3 |
| 11 | Cc1c(CCC(=O)NCC(=O)NCC(=O)O)c(=O)oc2cc3oc4c(c3cc12)CCCC4 | -0.4 | -7 | -0.5 | 21 | -3.0 | 35* | 11 | 12 | 12 |
| 12 | COc1cccc(CNC(=O)c2csc3c2CCCC3)c1 | -2.6 | 6 | -1.6 | 9 | -0.9 | 3 | -2 | 3 | -4 |
| 13 | COc1ccc(S(=O)(=O)N2CCc3ccccc32)cc1C(=O)OCc1nnc(-c2ccccc2)o1 | -1.1 | -9 | 0.2 | 12 | -0.8 | 2 | -3 | 30 | -9 |
| 14 | COC(=O)c1c(NC(=O)c2ccccc2)sc(C(N)=O)c1C | -2.7 | 12 | 0.3 | 10 | x | -1 | 17 | -2 | -3 |
| 15 | COC(=O)c1cc(Nc2cc(C)c3c(O)cccc3n2)cc(C(=O)OC)c1 | -3.0 | 14 | -0.1 | 9 | x | 0 | 4 | -6 | 8 |
| 16 | O=C(O)/C=C/C(=O)NCCc1ccccc1 | -4.1 | -8 | -1.0 | -5 | x | -1 | 4 | 0 | -8 |
| 17 | O=C(N/N=C/c1ccccn1)c1cc(C2CC2)[nH]n1 | -2.3 | 1 | -0.4 | -1 | 1.1 | 1 | -1 | -4 | -1 |
| 18 | Cc1c(-c2ccccc2)n[nH]c1C(=O)N=Nc1c(O)[nH]c2ccccc12 | 0.9 | 20 | 3.8 | 18 | x | -1 | -4 | -5 | -69 |
| 19 | O=[N+]([O-])c1ccc(C=NN2CCCCCC2)cc1 | -2.3 | -5 | x | 1 | x | -5 | -4 | -12 | x |
| 20 | CCOC(=O)C1CCCN(c2nc3ccccc3nc2NS(=O)(=O)c2ccc(C)cc2)C1 (stereo not given) | -2.9 | -6 | 1.4 | 18 | 2.5 | 14 | 6 | -7 | 1 |
| 21 | CN1CCN(CC(=O)O)CC1 | -4.1 | 14 | 4.6 | 0 | -1.4 | -1 | -2 | -3 | -1 |
| 22 | COc1cccc(OCc2cc(C(=O)NCCN3CCCCC3CO)no2)c1 (stereo not given) | 0.1 | 8 | -1.9 | 0 | -1.3 | 5 | -7 | 3 | 5 |
| 23 | CCN(CC)S(=O)(=O)c1ccc(OC)c(NC(=O)c2cc(=O)[nH]c3ccccc23)c1 | -2.3 | -19 | 1.0 | 6 | x | 2 | 1 | 1 | -3 |
| 24 | Cc1nc2ccc(NS(=O)(=O)c3ccccc3F)cc2s1 | -0.6 | -5 | 0.8 | -5 | -1.3 | 0 | -5 | -15 | -3 |
| 25 | O=C(COc1ccccc1)Nc1cccc2nsnc12 | -3.1 | 10 | 2.2 | 0 | -3.0 | -9 | -2 | 7 | -6 |
| 26 | O=C(N/N=C/c1ccc(-c2ccc([N+](=O)[O-])cc2)o1)c1cccnc1 | -3.1 | 33 | 2.2 | 33* | 2.8 | -5 | -41 | -7 | 2 |
| 27 | COc1cc(OC)c2ccc(=O)oc2c1C(CC(=O)N1CCOCC1)c1ccc(N(C)C)cc1 (stereo not given) | 0.7 | -2 | -2.9 | 18 | -0.8 | -2 | 0 | -5 | 4 |
| 28 | COc1ccc(C)cc1NC(=O)CSc1nnc(-c2cc3cccc(OC)c3o2)n1N | -1.0 | 5 | 0.3 | 7 | -2.5 | 3 | 4 | -2 | -5 |
| 29 | CC(=O)Nc1ccc(-n2cc(-c3ccccc3)[nH]c2=S)cc1 | 0.1 | 2 | 2.6 | 3 | 2.6 | 1 | 0 | -1 | -10 |
| 30 | O=C(NCCc1ccccc1)C1Cc2c(-c3ccccc3)ccnc2O1 (stereo not given) | -5.2 | x | x | -4 | -0.1 | -2 | -5 | 5 | x |
| 31 | O=C(NC1CCCCC1)C1CCCN(S(=O)(=O)c2ccc(Br)s2)C1 (stereo not given) | 0.4 | 28 | 0.9 | -2 | x | -2 | 9 | -2 | -2 |
| 32 | COC(=O)C1(O)CC(C(C)C)=NN1C(=O)c1ccc(Cl)cc1 (stereo not given) | 0.1 | 8 | 2.6 | 1 | -0.2 | -5 | 1 | 2 | -10 |
| 33 | CC(C)(CO)CN1CCC(n2nccc2NC(=O)C2CCCC2)CC1 | 0.4 | 0 | 1.5 | 2 | -1.9 | -1 | 1 | -3 | 7 |
| 34 | O=S(=O)(NCc1ccc(F)cc1)c1ccccc1Br | -2.3 | 5 | 2.7 | -8 | -0.3 | 1 | 3 | -10 | -11 |
| 35 | CC(=O)Nc1cccc(C(=O)OCC(=O)c2ccccc2Cl)c1 | -4.0 | 2 | -1.6 | 7 | x | -4 | 1 | 1 | -2 |
| 36 | NC(=O)CSc1nnc(Cn2c(=O)sc3ccccc32)n1-c1ccccc1 | -0.5 | 11 | 3.7 | 7 | 1.1 | 2 | 6 | -4 | -9 |
| 37 | COc1ccc(C(=O)OCC(=O)N2CCCCC2)cc1[N+](=O)[O-] | -4.2 | 7 | -2.0 | 0 | x | -2 | -2 | -1 | 2 |
| 38 | CCN(CC)c1ccc(-c2nc3cnccc3n2C)cc1 | -1.0 | 3 | x | 31* | -1.0 | 9 | -4 | -2 | -4 |
| 39 | COCCN(C(=O)CCCc1nc2ccccc2s1)c1c(N)n(CC(C)C)c(=O)[nH]c1=O | -1.5 | -4 | 2.0 | -2 | 0.0 | -1 | -5 | -5 | -10 |
| 40 | O=C(CN1CCN(Cc2ccccc2Cl)C1=O)N1CCCCCC1 | 0.5 | 6 | 1.9 | 9 | -0.6 | 4 | 1 | -8 | -1 |

Four compounds picked at random from the list so far, as already listed:
| entry | SMILES | FadD28 FP inh | MazEF act | Mtb UGM inh | GDH-TPI counter | BioA inh | FBA Mtb inh | PrPC surface inh | BoNT-F LC inh | Rv3671c inh |
| --- | --- | --- | --- | --- | --- | --- | --- | --- | --- | --- |
| 33 | CC(C)(CO)CN1CCC(n2nccc2NC(=O)C2CCCC2)CC1 | 0.4 | 0 | 1.5 | 2 | -1.9 | -1 | 1 | -3 | 7 |
| 32 | COC(=O)C1(O)CC(C(C)C)=NN1C(=O)c1ccc(Cl)cc1 (stereo not given) | 0.1 | 8 | 2.6 | 1 | -0.2 | -5 | 1 | 2 | -10 |
| 37 | COc1ccc(C(=O)OCC(=O)N2CCCCC2)cc1[N+](=O)[O-] | -4.2 | 7 | -2.0 | 0 | x | -2 | -2 | -1 | 2 |
| 25 | O=C(COc1ccccc1)Nc1cccc2nsnc12 | -3.1 | 10 | 2.2 | 0 | -3.0 | -9 | -2 | 7 | -6 |

In the list so far, these contain a Cl atom.
| entry | SMILES | FadD28 FP inh | MazEF act | Mtb UGM inh | GDH-TPI counter | BioA inh | FBA Mtb inh | PrPC surface inh | BoNT-F LC inh | Rv3671c inh |
| --- | --- | --- | --- | --- | --- | --- | --- | --- | --- | --- |
| 32 | COC(=O)C1(O)CC(C(C)C)=NN1C(=O)c1ccc(Cl)cc1 (stereo not given) | 0.1 | 8 | 2.6 | 1 | -0.2 | -5 | 1 | 2 | -10 |
| 35 | CC(=O)Nc1cccc(C(=O)OCC(=O)c2ccccc2Cl)c1 | -4.0 | 2 | -1.6 | 7 | x | -4 | 1 | 1 | -2 |
| 40 | O=C(CN1CCN(Cc2ccccc2Cl)C1=O)N1CCCCCC1 | 0.5 | 6 | 1.9 | 9 | -0.6 | 4 | 1 | -8 | -1 |

(further entries)
| entry | SMILES | FadD28 FP inh | MazEF act | Mtb UGM inh | GDH-TPI counter | BioA inh | FBA Mtb inh | PrPC surface inh | BoNT-F LC inh | Rv3671c inh |
| --- | --- | --- | --- | --- | --- | --- | --- | --- | --- | --- |
| 41 | O=C(CCC1N=C2c3ccccc3N=C(SCc3cccc(Cl)c3)N2C1=O)NCc1ccco1 (stereo not given) | -1.0 | -5 | -1.8 | 13 | 4.0 | 3 | 1 | 23 | -3 |
| 42 | CC(C)C(=O)Nc1ccc(-c2ccc3nncn3n2)cc1 | -5.8 | 12 | 0.4 | 8 | x | 0 | -22 | -7 | -5 |
| 43 | O=[N+]([O-])c1cccc(S(=O)(=O)Nc2ccc(S(=O)(=O)Nc3nccs3)cc2)c1 | -3.6 | 0 | 1.2 | 8 | -1.2 | -2 | -7 | 4 | 12 |
| 44 | Cc1ccc(-n2nc3c(=O)n(CC(=O)NCc4ccc(C)o4)nc(C)c3c2C)cc1 | 0.3 | 6 | -0.2 | 7 | -1.3 | 0 | 7 | 5 | -9 |
| 45 | COc1ccc(NC(=O)C2CCC(CNS(=O)(=O)c3csc(C(N)=O)c3)CC2)cc1OC (stereo not given) | -0.3 | 5 | -0.9 | 6 | 1.7 | 2 | -4 | -3 | -10 |
| 46 | O=C(CCCC(=O)N(c1ccc2c(c1)OCCO2)C(C(=O)NC1CCCCC1)c1ccc(Cl)cc1)Nc1ccccn1 (stereo not given) | -0.6 | 0 | -0.2 | 1 | -0.1 | -1 | -1 | -11 | -13 |
| 47 | CN(CCN1CCc2ccccc2C1)Cc1nc(-c2ccc3c(c2)OCO3)no1 | -2.4 | -2 | 2.4 | 6 | 0.5 | 2 | -4 | -3 | 7 |
| 48 | CCCCOc1ccc(NC(=O)c2cc(F)c(F)cc2Cl)cc1 | -2.2 | -7 | -1.6 | 10 | 0.9 | -2 | 0 | 2 | 7 |
| 49 | COc1ccc(CC(NC(C)=O)C(=O)NC2CCN(C(=O)c3ccc([N+](=O)[O-])cc3)CC2)cc1OC (stereo not given) | -2.1 | -7 | 2.3 | -1 | -1.5 | 1 | -8 | 2 | -4 |
| 50 | CCOC(=O)c1c(NC(=O)CSc2ncn[nH]2)sc(C(=O)N(C)C)c1C | -3.1 | 4 | 3.6 | 10 | 2.0 | 5 | -1 | 3 | -15 |
| 51 | O=C(COC(=O)Cc1ccsc1)Nc1ccc(Cl)cn1 | -1.6 | 1 | -1.6 | 15 | 0.5 | 3 | -8 | -1 | -9 |
| 52 | CC(C)CN(C#N)c1nc(N2CCOCC2)nc(N2CCOCC2)n1 | -2.5 | -2 | 4.5 | 7 | -0.7 | -1 | -8 | 18 | -4 |
| 53 | Cc1cc(-c2nnco2)c(C)n1-c1ccccc1 | -2.1 | -2 | -1.3 | -6 | 2.9 | 2 | 4 | u | 7 |
| 54 | CCC(=Cc1ccccc1O)c1ccncc1 | -4.7 | 6 | x | 3 | x | 0 | -7 | -1 | x |
| 55 | Cc1noc(NS(=O)(=O)c2ccc(NC(=O)C(C)C)cc2)c1C | -1.0 | 1 | 5.1 | -2 | -1.0 | 0 | -6 | -15 | -2 |
| 56 | C(=N\n1cnc2ccccc21)/c1cccnc1 | -2.4 | -11 | 1.0 | 11 | 13 | -2 | 0 | 1 | -3 |
| 57 | CC(=O)Nc1ccc(NC(=O)C(C)Oc2ccccc2C(=O)NCc2ccccc2)cc1 (stereo not given) | -1.5 | 2 | 0.1 | -1 | 4.5 | 7 | -2 | x | 9 |
